S-ASM inh = inhibitors of human secretory acid sphingomyelinase. Potency, µM (titrated, usually from 57.5 µM), for inactives: top-dose activity change, negative = inhibition, usual class: inhibitors. AID 504937. 0.006% of 340,000 active. placental ASM, HMU-PC fluorogenic substrate, 60 min; further: potency means the concentration at half of the fitted maximal effect
Target sequence (P17405 47-631 limits assumed): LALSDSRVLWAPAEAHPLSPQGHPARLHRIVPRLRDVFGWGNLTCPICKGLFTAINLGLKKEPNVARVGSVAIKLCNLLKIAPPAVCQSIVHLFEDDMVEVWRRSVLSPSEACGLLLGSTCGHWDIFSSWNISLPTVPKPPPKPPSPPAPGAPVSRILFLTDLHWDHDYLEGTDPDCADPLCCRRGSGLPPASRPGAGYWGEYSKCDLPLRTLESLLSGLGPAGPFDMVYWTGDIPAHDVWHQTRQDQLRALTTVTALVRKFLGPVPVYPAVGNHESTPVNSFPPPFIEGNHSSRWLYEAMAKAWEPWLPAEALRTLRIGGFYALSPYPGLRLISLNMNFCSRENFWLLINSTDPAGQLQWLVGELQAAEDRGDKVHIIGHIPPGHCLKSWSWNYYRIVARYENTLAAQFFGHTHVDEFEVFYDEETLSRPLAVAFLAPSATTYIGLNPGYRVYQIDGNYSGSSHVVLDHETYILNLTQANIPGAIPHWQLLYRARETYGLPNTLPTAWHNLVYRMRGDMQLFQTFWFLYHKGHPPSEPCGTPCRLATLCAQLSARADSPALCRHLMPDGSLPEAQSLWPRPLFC
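Fluorogenic HMU-PC substrate (9 uM final) is turned over by placental ASM in 60 min at 37 C after a 10 min compound preincubation. Reaction ended by alkaline stop (pH 10), with fluorescence read at 386/447 nm.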
PTAP TSG101 blk = blocks PTAP/TSG101 interaction to inhibit HIV-1 budding | Fluorescence polarization, FITC-PTAP peptide / Tsg101 binding | 340,000 tested, under 10 active | Potency, µM (top dose mostly 115 µM), without a hit: top-dose activity change, negative = inhibition, actives largely listed as inhibitors; active means well fitted inhibition curve with a large enough effect in the main read-out, with a control signal flat, not every such curve was filed as active; inconclusive means small, poorly fitted or top-dose-only effect, or effect the other way, or a change in a side signal; inactive means no such curve, though single readings can be large or run the other way; further: potency means the concentration at half of the fitted maximal effect; % of control where 0% means no effect
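Fluorescence anisotropy tracks displacement of a FITC-tagged PTAP peptide (50 nM) from the Tsg101 binding domain (10 uM), following a 20 min room-temperature incubation at pH 7.5.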
AT treatment = potential ataxia-telangiectasia treatment | […] A-T fibroblasts, KAP-1 phosphorylation AlphaLISA; neocarzinostatin DNA damage 30 min before lysis | Potency, µM (series often up to 57.5 µM), for the others: at the top dose activation, most hits filed as activators | 0.19% of 320,000 active; further: potency means the concentration at half of the fitted maximal effect; % of control where 0% means no effect; nearly all actives have a fitted effect of over 45% in size
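ATM-like activity read as KAP-1 phosphorylation via AlphaLISA donor/acceptor antibody pairs after lysis and 6 hr at 25C. Cells were ATM-null patient fibroblasts ([…], hTERT), dosed 60 min, then exposed to the DSB inducer NCS for 30 min.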
Mito fusion yeast = inhibitors of mitochondrial division or activators of mitochondrial fusion; 0.23% of 320,000 active; Potency, µM (titrated, usually from 46.1 µM), without a hit: top-dose growth rescue (activation), most hits filed as activators; S. cerevisiae fusion-defective mutant growth rescue, CellTiterGlo 48 h;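 further: potency means the concentration at half of the fitted maximal effect; % of control where 0% means no effect; nearly all actives have a fitted effect of over 45% in size; temperature-sensitive fusion mutants such as fzo1-1 at 37 °C on non-fermentable ethanol glycerol medium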
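Luminescent cell viability in 1536-well qHTS format served as the measure of rescued growth in ts fusion-mutant S. cerevisiae cultured on non-fermentable YPEG for 48 hours at 37C.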
TCR activator = T cell receptor activation | 330,000 tested, under 10 active | AID 504894 | Potency, µM (titrated, usually from 9.22 µM), for inactives: top-dose activation of IL-2 secretion, usual class: activators | primary human leukocytes, anti-CD3, IL-2 HTRF, 48 h; further: % of control where 0% means no effect
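Compounds are tested in HTS on primary human leukocytes co-incubated with a-CD3 beads for 48 hr. IL-2 output is measured by time-resolved FRET.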
TSHR antag = antagonists of human thyroid stimulating hormone receptor. P16473. TSHR-expressing cells, TSH-stimulated cAMP HTRF, 2 h; active compounds read low. activity change, negative = inhibition, % at 11.5 µM. 0.2% of 330,000 active. AID 504810;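 active means activity change below a set negative limit, meaning inhibition stronger than a set level, cut at about -70% in these data; inconclusive means activity change between two set negative limits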; further: on the % scale 0 is the no-effect control and ±100 the full control effect
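Competitive HTRF cAMP read-out (cryptate anti-cAMP antibody, cAMP-d2; 30 min, room temperature) in freshly harvested TSHR cells. Compounds added before TSH at EC80 (4nM final), followed by 2 hours' incubation at 37 deg C.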
MBNL1 CUG block = MBNL1-poly(CUG) RNA binding inhibition. Q9NR56. TR-FRET MBNL1-His/biotin-(CUG)12 binding, 665/545 ratio. Potency, µM (titrated, usually from 57.5 µM), for the others: at the highest dose activity change, negative = inhibition, actives largely listed as inhibitors. AID 2675. 0.036% of 280,000 active; active means well fitted inhibition curve with a large enough effect in the signal ratio, with a control signal flat, not every such curve was filed as active; inconclusive means small, poorly fitted or top-dose-only effect, or effect the other way, or a change in a side signal; inactive means no such curve, though single readings can be large or run the other way; the % refers to the signal ratio; further: potency means the concentration at half of the fitted maximal effect; on the % scale 0 is the no-effect control and ±100 the full control effect
Target sequence (Q9NR56 whole entry, looked up): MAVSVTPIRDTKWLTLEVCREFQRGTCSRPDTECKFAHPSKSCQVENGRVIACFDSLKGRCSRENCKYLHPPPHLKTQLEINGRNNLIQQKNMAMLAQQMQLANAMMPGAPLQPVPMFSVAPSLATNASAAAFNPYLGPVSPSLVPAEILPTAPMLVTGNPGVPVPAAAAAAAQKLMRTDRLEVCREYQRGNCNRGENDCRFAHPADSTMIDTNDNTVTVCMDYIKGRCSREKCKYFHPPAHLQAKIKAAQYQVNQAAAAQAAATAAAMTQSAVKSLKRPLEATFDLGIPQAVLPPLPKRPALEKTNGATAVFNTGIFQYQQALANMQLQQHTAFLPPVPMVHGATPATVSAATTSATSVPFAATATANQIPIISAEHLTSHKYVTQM
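Compound titration spanned 92 nM–58 uM against the MBNL1-His/biotin-(CUG)12 complex. After 60 min at room temperature with 5 nM streptavidin-XL665 and 0.055 ng/ul terbium anti-His, ratiometric 665/545 nm emission (Ex 340 nm) normalized to controls.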
Menin-MLL TR inh = menin-MLL binding inhibition, Texas Red mutant peptide; O00255; Menin + Texas Red MLL mutant peptide, fluorescence polarization; Potency, µM (titrated, usually from 61.6 µM), inactives show at the top dose FP activity change, negative = inhibition, usual class: inhibitors; 0.23% of 270,000 active; AID 1768; active means well fitted inhibition curve with a large enough effect in the polarisation, with a control signal flat, not every such curve was filed as active; inconclusive means small, poorly fitted or top-dose-only effect, or effect the other way, or a change in a side signal; inactive means no such curve, though single readings can be large or run the other way; the % refers to the polarisation; further: potency means the concentration at half of the fitted maximal effect; % of control where 0% means no effect; many of its hits are not listed in these tables
Integrin act MD = activates integrin-mediated alleviation for muscular dystrophy; alpha7betagal myoblasts, beta-gal FDG fluorescence, 48 h; Potency, µM (highest dose often 38.3 µM), inactives show top-dose activation, hits mostly activators; 0.064% of 350,000 active;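 further: potency means the concentration at half of the fitted maximal effect; 100% = response of the positive control SU9516; nearly all actives have a fitted effect of over 60% in size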
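alpha7betagal+/- myoblasts (passage 13, 250/well) treated 48 h at 37C with compounds at 1:260 dilution of DMSO stock. Lysed, then beta-galactosidase activity read as FDG fluorescence (ex 480/em 540) after 30 min, with pre-read for autofluorescence.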
MLL CXXC-DNA inh = inhibitors of human MLL CXXC domain-DNA interaction; Q03164; MLL-CXXC / FITC-HOXA9 DNA fluorescence polarization; Potency, µM (titrated, usually from 115 µM), for the others: top-dose activity change, negative = inhibition, usual class: inhibitors; 0.037% of 290,000 active; active means well fitted inhibition curve with a large enough effect in the polarisation, with a control signal flat, not every such curve was filed as active; inconclusive means small, poorly fitted or top-dose-only effect, or effect the other way, or a change in a side signal; inactive means no such curve, though single readings can be large or run the other way; the % refers to the polarisation; further: potency means the concentration at half of the fitted maximal effect
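Fluorescence polarization: 7 uM MLL-CXXC (stock) preincubated 5 min with compounds, then 50 nM fluorescein-HOX-A9 DNA (stock) added; 30 min ambient. Buffer 50 mM Tris-HCl pH 7.5, 50 mM NaCl, 1 mM DTT, 0.05% BSA.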
* marks the source's active call; other numbers are inactive results; i = inactive; ? = inconclusive; nt = no result given; [ ] = dose if it differs, or a comment. Unless noted, the call rests on the fitted dose curve; in most records, active means well fitted curve in the direction sought with a large enough effect; inconclusive means small, poorly fitted or top-dose-only effect, or another doubt; inactive means no such curve, though single readings can be large; an effect the other way counts as inactive or inconclusive.

Results follow in this order: S-ASM inh | PTAP TSG101 blk | AT treatment | Mito fusion yeast | TCR activator | TSHR antag | MBNL1 CUG block | Menin-MLL TR inh | Integrin act MD | MLL CXXC-DNA inh
CCOC(=O)c1c(NC(=O)Cn2nnc3ccccc32)sc2c1CCC(C)C2 (configuration not stated)
    -13.9% | -7.7% | 1.6% | 6.1% | 0.8% | -12.1 | -2.1% | -0.6% | -41.0% | -0.3%
CCN(c1ccccc1)S(=O)(=O)c1cccc(C(=O)OCc2nc3sc(C)c(C)c3c(=O)[nH]2)c1
    -12.5% | -0.9% | -0.5% | 16.0% | 5.8%[46.1 µM] | -9.4 | 0.2% | -5.8% | -7.2% | 11.8%
O=C(NCC(F)(F)F)Nc1ncccn1
    -1.4% | -0.6% | 11.2% | -0.9% | 0.9% | -11.0 | -18.5% | 5.6% | 2.6% | 11.8%
CCOC(=O)N1CCN(C(=O)C2CCN(C(=O)c3cc4sccc4n3CC)CC2)CC1
    6.0% | -5.0% | nt | -3.8% | 2.7%[46.1 µM] | 0.7 | 3.4% | 3.2% | -4.9% | 11.9%
Cc1cc(CN2CCN(CCC#N)CC2)c(O)c(C2(C)CCCCC2)c1
    -5.5% | -3.8% | 1.2% | 0.6% | -0.7% | -11.1 | 2.6% | -10.9% | -60.7%[inhibitor] | -0.4%
CCCC[C@@H]1CNC(=S)N1CCCc1cc(OC)c(OC)c(OC)c1
    3.3% | 5.0% | -2.3% | -3.9% | -7.9% | -0.8 | -6.2% | 2.4% | -2.3% | 0.2%
COc1ccccc1/C=C/c1nc2ccccc2c(=O)o1
    159.1% | -3.5% | nt | nt | -3.4% | nt | nt | nt | 37.7% | nt
COc1ccc(/C=C/C(=O)c2ccc[nH]2)c(OC)c1OC
    41.2%[activator] | -6.1% | -7.1% | 10.7% | 2.0%[46.1 µM] | -3.8 | ? | 4.1% | -47.5%[inhibitor] | -6.3%
O=C(Cn1c(=O)n(Cc2ccco2)c(=O)c2ccccc21)NCC1CCCO1 (configuration not stated)
    -1.2% | -4.0% | -7.7% | -2.4% | 1.8% | 9.2 | 9.8% | -0.9% | -5.7% | 0.9%
CCN(CC)CC(=O)c1c[nH]c2ccccc12
    2.8% | -3.7% | -3.4% | 1.1% | -1.2% | 3.5 | 6.8% | 3.5% | -10.2% | 9.2%
O=C(OC1Cn2c(=O)ccc(=O)n2C1)c1ccc([N+](=O)[O-])cc1
    1.8% | -2.1% | -2.0% | -0.5% | 6.1%[46.1 µM] | 14.5 | nt | 1.5% | 25.3% | 19.1%
O=C(COc1ccc(-c2ccccc2)cc1)NN=C1CCCC1
    -0.2% | -3.3% | -0.6% | 4.9% | -0.4% | -6.6 | 1.9% | 5.4% | 23.3% | -7.8%
O=C(CCC1CCN(Cc2ccccc2O)CC1)NC1CC1
    1.1% | -2.9% | 4.2% | 2.5% | 15.7% | 11.1 | -6.6% | -1.2% | 0.0% | 8.9%
Brc1ccc(-c2nn3c(Cc4ccccc4)nnc3s2)o1
    0.5% | 3.8% | 16.6% | 13.5% | 2.0% | 14.5 | 31.8%[activator] | -11.8% | -11.6% | 3.4%
CC(C)/C=C/CN1CCN(CCCc2ccccc2)C(CCO)C1 (configuration not stated)
    4.8% | 1.4% | 2.9% | -9.4% | nt | 1.8 | -4.1% | 4.3% | -3.8% | 2.2%
O=C(Nc1nc2c(s1)C(=O)CCC2)c1ccccc1
    3.7% | -7.3% | -3.3% | -1.9% | -3.7% | -6.6 | 38.3%[activator] | 3.3% | 25.2% | -4.2%
Cc1ccc(S(=O)(=O)N(CC(=O)NCCSC2CCCCC2)c2ccccc2F)cc1
    -1.8% | -2.8% | 12.5% | 1.1% | -2.1% | 6.2 | -5.8% | -15.2% | -21.7% | 4.7%
CN(Cc1ccccc1)C1=CC(=[N+]2CCCCC2)CC(C)(C)C1
    -1.1% | -2.6% | 7.9% | 1.9% | 3.6% | -13.7 | -14.2% | nt | ? | -5.2%
O=C(O)c1cnn2c(C(F)(F)F)cc(-c3ccccc3)nc12
    -1.5% | -7.0% | nt | -4.3% | nt | -8.8 | ? | -4.9% | 1.1% | -7.4%
COc1cccc(CNC(=O)CCS(=O)(=O)c2ccc3c(c2)NC(=O)CS3)c1
    3.3% | -4.9% | -2.5% | 2.7% | 7.9% | 5.9 | -1.9% | nt | -6.4% | 3.0%
Cc1ccccc1NC(=O)COC(=O)CC1CCCC1
    -3.2% | -3.8% | 4.9% | 8.8% | -6.5% | -3.0 | nt | nt | 6.7% | nt
Cc1cccc(N(CC(=O)N=Nc2c(O)[nH]c3ccccc23)S(C)(=O)=O)c1C
    35.5% | 0.3% | -4.8% | 10.9% | -56.7% | -4.5 | ? | 2.0% | -15.2% | -2.9%
CC(C)c1ccc(NC2CCCN(C(=O)CCn3cnnn3)C2)cc1 (configuration not stated)
    0.4% | -0.7% | 6.7% | -1.1% | -0.2% | 3.5 | 4.8% | nt | 2.0% | 0.3%
COc1ccccc1CNC(=O)COC(=O)c1cc(=O)[nH]c2ccccc12
    11.0% | -2.6% | 10.6% | 0.6% | 1.7% | -3.3 | nt | nt | 5.2% | nt
O=C1NCCN/C1=C\C(=O)c1ccccc1
    0.7% | -7.0% | nt | -0.3% | 2.7% | -1.5 | ? | 1.4% | 2.6% | -0.7%
Cc1ccc(S(=O)(=O)N2CCOCC2)cc1C(=O)OC(C)C(=O)NC1CCCC1 (configuration not stated)
    -1.2% | -9.3% | -4.2% | -3.0% | 8.2% | 4.6 | nt | nt | 19.8% | nt
Cc1noc(C)c1S(=O)(=O)N(CC(=O)N1CCn2c1nc1ccccc12)c1ccc(C(C)C)cc1
    -3.4% | -4.9% | -10.3% | 2.2% | 1.9% | -9.4 | 1.4% | -19.1%[11.7 µM] | 5.8% | -3.4%
COc1ccccc1OCCn1c(=S)[nH]c2ccccc21
    -1.2% | -0.3% | -8.9% | -9.3% | nt | -12.3 | 30.9%[activator] | 9.9% | 0.0% | 3.0%
COc1ccc(Br)cc1CN(C)C(=O)CNC(=O)c1ccc2ccccc2c1
    -1.2% | 0.7% | 6.4% | -9.1% | -5.3% | 1.0 | 5.5% | 7.6% | -1.4% | -6.3%
O=C(CN(c1ccc(F)cc1)S(=O)(=O)c1ccc2c(c1)OCCO2)Nc1ccc2c(c1)OCO2
    -7.8% | -10.9% | 0.2% | 14.0% | -4.7% | -8.4 | 2.1% | 2.7% | -5.3% | 6.3%
CC(=O)Nc1cccc(NC(=O)c2cc3ccccc3o2)c1
    1.2% | -2.9% | 10.6% | -1.9% | 2.5% | -9.0 | 4.1% | ? | 26.8% | 14.8%
CCN1CCN(C(=O)CCNC(=O)Cn2ccc3ccccc3c2=O)CC1
    -0.8% | -0.6% | nt | -3.8% | 3.9% | 0.2 | -13.1% | 8.8% | 12.9% | -3.4%
CC(=O)c1c(C)oc2ccc(NS(=O)(=O)c3ccc(C(=O)O)cc3)cc12
    1.9% | -2.1% | -5.8% | -3.4% | -2.0% | -8.7 | -3.1% | 2.9% | -48.2%[inhibitor] | 15.6%
CC(=O)c1ccc2noc(-c3cccc(C)c3)c2c1
    9.7% | 0.5% | 12.8% | -3.3% | 4.3% | 29.5 | ? | 17.5% | 16.4% | 0.0%
Cc1c(C)n(CC(O)CN(CCO)CCO)c2ccccc12 (configuration not stated)
    3.0% | 0.8% | -1.1% | 11.5% | -21.4% | 1.6 | 3.8% | -11.7% | -7.6% | 4.9%
CCc1c(C)c2cc(Cl)c(O)c(CN(CC)CC)c2oc1=O
    i | -5.1% | 29.9% | -2.4% | -8.7% | -0.5 | ? | ? | 2.5% | 2.2%
CC1CCCN(S(=O)(=O)c2ccc(NC(=O)Cn3nnc(-c4ccccc4F)n3)cc2)C1 (configuration not stated)
    -4.4% | -1.4% | -2.8% | 8.4% | nt | -13.5 | -0.9% | -6.2% | -10.3% | 48.2%[activator]
COc1cc(C(=O)NNC(=O)Cc2cccs2)cc(OC)c1OC
    3.0% | -5.5% | 12.3% | nt | 2.4% | nt | nt | nt | 36.3% | nt
Cc1cccc(NC(=O)C(C)Oc2ccc(C)nc2[N+](=O)[O-])c1 (configuration not stated)
    2.1% | -4.2% | 3.4% | nt | nt | 23.3 | nt | nt | 25.0% | nt
COc1ccc(C(=O)Nc2ccc(Cl)cc2C(=O)N2CCOCC2)cc1
    0.3% | -2.5% | 1.8% | 0.2% | 2.4% | 5.3 | 0.5% | nt | -2.3% | 4.7%

This is a subset; rates above refer to the full screens.
